Screening results as filed in PubChem BioAssay.
V-ATPase pH: alters yeast V-ATPase proton transport | response, % at 10 µM | S. cerevisiae, pHLuorin cytosolic pH fluorescence | 350,000 compounds, 0.37% hits; in the data active = response mostly above about 7.3%, no sharp cut-off; inactive = mostly below about 5.4%; also: actives read high; inactives centre near 0; some compounds called inactive have numbers as strong as hits; reference of the scale not given here
C-LANA FP: inhibitors of KSHV LANA C-terminal domain DNA binding; MBP-C-LANA/FAM-LBS DNA binding, fluorescence polarization; AID 504423; inhibition, % at 9 µM; 340,000 compounds, 0.078% hits;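 active = highest replicate inhibition at or above 60% at 9 µM, even if other replicates fall short; inactive = all replicates below 60% inhibition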;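 also: 0% = neutral control wells and 100% = 4 µM acridine orange control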
Keap1-Nrf2 PPI: inhibitors of human Keap1-Nrf2 protein-protein interaction | Q14145 | Keap1 Kelch-Nrf2 peptide fluorescence polarization, 1536-well | inhibition, % at 9.4 µM | 340,000 compounds, 0.15% hits | AID 504523; in the data active = inhibition above about 12%;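 also: human Keap1 Kelch domain with fluorescein labeled Nrf2 9mer peptide probe; 0% = neutral control wells and 100% = peptide positive control; higher means more block of Keap1 binding to Nrf2 peptide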
cardiac RTF act: increases calcium sensitivity of human cardiac regulated thin filaments; 340,000 compounds, 0.24% hits; AID 493008; IANBD-labeled TnC RTF fluorescence at EC20 calcium; 0% EC20 calcium, 100% full calcium; activation, % at 7.2 µM;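 active = activation above the mean over all tested compounds plus 3 SD, cut at about 30% in these data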;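 also: rise in fluorescence read as greater calcium sensitivity of cardiac thin filaments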
MOR-DOR ag: OPRM1-OPRD1 heterodimerization agonism; P35372+P41143; cells, luminescence; activation, % at 9.3 µM; 340,000 compounds, 0.3% hits; in the data active = activation above about 18%;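 also: 0% = vehicle-treated cells and 100% = reference agonist; values of inactives mirror those of a sister screen read the other way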
OPRM1-OPRD1 inv: inverse agonist of human OPRM1-OPRD1 heterodimerization; P35372+P41143; cell-based MOR-DOR heterodimer luminescence, inverse agonism; inhibition, % at 9.3 µM; 340,000 compounds, 0.21% hits; AID 504357; in the data active = inhibition above about 22%, passing the limit was not always enough;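 also: 0% = cells with DMSO and 100% = wells without cells with DMSO; values of inactives mirror those of a sister screen read the other way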
Wnt bcat act: activators of Wnt/beta-catenin signaling; Wnt/beta-catenin reporter cell assay, activator, plate reader; activation, % at 9.35 µM; AID 743398; 300,000 compounds, 1.2% hits; in the data active = activation above about 30%, passing the limit was not always enough;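 also: 0% = neutral control wells and 100% = positive control wells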
Arrestin-AP2 inh: human beta-arrestin and AP2 interaction inhibition. FITC-arrestin peptide / GST-AP2 beads, flow cytometry; AP2 beta2 appendage carries R879A mutation. inhibition, % at 10 µM. 340,000 compounds, 0.31% hits;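 active = inhibition above a set limit, near 3 SD of compounds lacking own fluorescence, cut at about 54% in these data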;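 also: plate controls were DMSO wells for no effect and 5 µM unlabelled arrestin peptide for full effect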
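System: GST-tagged AP2 beta2-adaptin appendage (R879A) on 4 µm glutathione beads / Reagent: FITC-arrestin peptide, 50 nM / Detection: HyperCyt-sampled flow cytometry, FL1 channel, ex 488/em 535 nm / Timing: 12 min plus 1 h, RT / Buffer or medium: PBS plus Tween 20 (0.05%) and BSA (0.1%)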
RTF Ca sens inh: cardiac RTF calcium desensitization; P19429+P45379; AID 493244; 340,000 compounds, 0.12% hits; inhibition, % at 7.15 µM; IANBD-labeled cardiac RTF, Ca2+ fluorescence;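 active = inhibition above the mean inhibition of all tested compounds plus 3 SD, cut at about 17% in these data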;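 also: assay run at fixed EC70 calcium of 1.6 mM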
DSG3 Ab inh: blocks pemphigus antibody binding to human desmoglein-3 | P32926 | DSG3-coupled beads, scFv-anti-DSG3-GFP binding, flow cytometry; stronger effect = lower value | binding (percent of control), % at 10 µM | 310,000 compounds, 0.48% hits | AID 588358;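 active = binding more than 3 SD below its plate's average and above zero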; also: some compounds called inactive have numbers as strong as hits
Target sequence (P32926 whole entry, looked up): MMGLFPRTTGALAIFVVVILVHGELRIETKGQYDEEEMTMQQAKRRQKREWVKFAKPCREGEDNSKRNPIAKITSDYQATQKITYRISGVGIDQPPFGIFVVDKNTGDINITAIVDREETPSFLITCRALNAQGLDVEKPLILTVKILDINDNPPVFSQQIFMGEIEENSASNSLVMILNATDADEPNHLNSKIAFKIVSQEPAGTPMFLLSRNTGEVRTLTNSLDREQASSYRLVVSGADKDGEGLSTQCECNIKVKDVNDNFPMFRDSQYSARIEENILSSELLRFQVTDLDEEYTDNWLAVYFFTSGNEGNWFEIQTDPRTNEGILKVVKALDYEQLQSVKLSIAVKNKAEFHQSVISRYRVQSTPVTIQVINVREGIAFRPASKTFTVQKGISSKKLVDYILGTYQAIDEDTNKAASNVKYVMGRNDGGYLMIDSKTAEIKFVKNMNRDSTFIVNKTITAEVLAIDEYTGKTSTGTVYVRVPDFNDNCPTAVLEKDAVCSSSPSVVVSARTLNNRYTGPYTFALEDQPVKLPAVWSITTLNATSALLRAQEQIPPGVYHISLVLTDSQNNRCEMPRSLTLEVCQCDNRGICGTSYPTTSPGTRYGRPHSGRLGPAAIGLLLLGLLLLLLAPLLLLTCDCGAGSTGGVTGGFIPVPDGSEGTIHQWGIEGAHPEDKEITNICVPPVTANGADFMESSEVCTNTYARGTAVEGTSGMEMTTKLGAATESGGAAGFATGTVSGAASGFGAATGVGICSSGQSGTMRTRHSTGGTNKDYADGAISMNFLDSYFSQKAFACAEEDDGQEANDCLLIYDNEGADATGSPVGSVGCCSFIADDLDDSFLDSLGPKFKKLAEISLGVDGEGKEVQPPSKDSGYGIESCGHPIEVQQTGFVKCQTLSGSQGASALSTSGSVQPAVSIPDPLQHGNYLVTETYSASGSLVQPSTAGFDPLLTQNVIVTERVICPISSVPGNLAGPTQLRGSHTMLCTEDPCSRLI
* hit, by the source's call; · = no result given; & = joins results of further samples; ! = not confirmed by another sample.

SMILES	V-ATPase pH	C-LANA FP	Keap1-Nrf2 PPI	cardiac RTF act	MOR-DOR ag	OPRM1-OPRD1 inv	Wnt bcat act	Arrestin-AP2 inh	RTF Ca sens inh	DSG3 Ab inh
CCNC(=S)N(Cc1cccs1)Cc1cc2cc(OCC)ccc2[nH]c1=O	1.6	-0.6	-0.2	-1.5	1.7	-8.9	·	-3.2	3.7	113.6
O=C(CCCSc1ccccc1)Nc1nc(-c2ccccn2)cs1	3.5	0.7	-1.3	7.4	0.8	-4.8	·	2.4	-0.3	105.3
CC(=O)Nc1ccc(CC(=O)NCCC(c2ccccc2)c2ccccc2)cc1	·	-0.4	1.8	-0.3	0.5	-3.2	3.4	29.4	0.8	109.1
Cc1cc(NC(=O)CN2C(=O)S/C(=C\c3ccccc3)C2=O)no1	2.5	-1.2	-6.1	2.3	1.5	-10.2	-2.7	-0.9	1.2	93.1
CC1CCCC(C)N1S(=O)(=O)c1ccc(NC(=O)CNCC2CCCO2)cc1 (centres undefined)	0.0	-0.8	1.2	4.6	0.1	-0.7	·	10.5	-9.1	99.0
CCn1c(SCC(=O)Nc2nccs2)nnc1-c1ccccn1	-0.9	0.1	-3.9	3.1	-3.5	19.6	-0.5	-5.1	-6.9	102.4
CC1CCCC(NC(=O)c2ccc3c(c2)OCO3)C1C (centres undefined)	-5.2	0.3	2.8	2.6	-4.3	20.8	18.8	5.5	-6.5	96.1
COC(=O)[C@]1(Cc2ccccc2)N[C@H](CN(C)S(=O)(=O)c2ccc(-c3ccccc3)cc2)[C@@H]2C(=O)N(Cc3ccccc3)C(=O)[C@@H]21	1.9	-1.6	-5.8	1.3	-2.3	10.8	-1.8	2.2	-6.3	98.0
Cc1c(C=O)c2ccccc2n1CC(=O)O	1.0	0.3	1.5	-0.3	-2.2	11.8	-1.2	-18.8	0.9	102.4
Cc1ccc(OCCC(=O)OCC(=O)Nc2cc(C)nn2-c2ccccc2)cc1	0.2	0.1	-4.0	-1.0	-0.7	3.7	-0.6	2.1	-13.0	101.4
COc1ccccc1NS(=O)(=O)c1ccc(C)c(C(=O)NCC2CCCO2)c1 (centres undefined)	-9.9	-0.6	1.2	0.8	-0.6	3.3	-1.9	12.0	-6.9	·
CC(C)c1nnc(NC(=O)C2CCN(C(=O)Nc3ccccc3)CC2)s1	0.8	0.0	-8.5	1.9	0.2	-1.0	1.1	-2.3	-11.1	101.9
C=CCOc1ccc(/C=N/NC(=O)C2CCCC2)cc1OCC	-1.7	0.1	0.9	-4.8	-5.2	26.6	0.9	28.2	-7.0	99.0
COc1ccc(S(=O)(=O)n2ccnc2)c2cccnc12	-1.6	1.9	-3.0	0.1	0.1	-0.8	·	10.4	-6.5	99.3
O=C(c1ccc(Cl)cc1)c1coc2ccc(O)cc12	5.7	0.1	-3.6	5.2	3.9	-23.3	·	16.1	-1.8	99.6
CCCCCc1nnc(NC(=O)C2=COCCO2)s1	-2.0	-1.3	2.9	-4.2	-1.9	12.3	17.6	32.9	8.9	93.6
COc1ccc(-c2cc(C(F)(F)F)nc(S(C)(=O)=O)n2)cc1	0.8	-0.2	-2.1	1.7	-1.5	8.0	·	30.2	-14.7	87.5
COc1ccc(C(=O)C2CCCN(Cc3cnc(N4CCOCC4)s3)C2)c(OC)c1 (centres undefined)	-1.5	9.1	-1.1	-0.9	-1.2	5.8	-2.7	9.8	-0.8	99.8
Nc1nn(-c2ccccc2)nc1C(=O)OCc1ccccc1	-4.0	-0.6	-2.6	0.4	6.0	-32.0	1.0	-7.3	-6.5	98.4
CC(C)c1ccc(NC2CCCN(C(=O)c3ccco3)C2)cc1 (centres undefined)	-1.1	-2.9	-0.7	-2.6	-1.1	5.8	1.9	-7.2	-5.3	102.1
Cc1oc(/N=C/c2ccc3c(c2)OCO3)c(C#N)c1C	0.9	4.5	-2.1	3.3	1.4	-7.5	-0.2	8.9	-4.7	107.3
O=C(CSc1nnc(-c2ccccc2Br)o1)N1CCOCC1	-1.4	0.7	-0.1	-2.9	-0.4	2.0	22.6	10.2	-23.7	99.5
O=C(N/N=C/c1ccc(-c2cccc([N+](=O)[O-])c2)o1)c1ccccc1O	0.0	-1.0	-3.1	-1.5	-2.6	13.4	-1.7	7.6	-8.6	102.6
COc1ccccc1NS(=O)(=O)c1ccc2nc(CCl)[nH]c2c1	-1.1	0.7	-3.8	4.7	0.4	-2.6	-3.0	1.3	0.8	86.0
Cc1cccc(NC(=S)N(C)C)c1C	-0.1	-1.7	-6.2	6.5	-1.2	6.3	-0.7	-3.5	-6.9	98.1
Cc1ccc(C(=O)N2CCCC2)cc1S(=O)(=O)N1CCOCC1	-3.9	0.0	-2.6	-1.5	-4.0	20.5	-1.3	-0.1	-2.9	96.7
COc1ccc(S(=O)(=O)N2CCC(C(=O)N3CCOCC3)CC2)cc1Cl	-4.1	0.1	-3.5	2.3	-3.3	17.2	-0.3	-1.0	-5.8	104.9
Cc1ccn2cc(CSc3ccccc3)nc2c1	2.5	0.9	0.1	-2.2	-1.9	10.6	·	-0.2	2.1	115.4
C=CCn1c(N2C(=O)CC(Cc3ccccc3)C2=O)nc2ccccc21 (centres undefined)	2.4	0.1	-5.6	4.8	0.4	-1.6	·	7.0	-8.2	106.9
c1ccc2c(c1)nc(N1CCOCC1)c1ccccc12	-1.3	-1.7	0.4	0.9	2.6	-14.1	-1.3	-4.7	-6.6	97.4
Cc1ccc(/C=C/C(=O)O)cc1S(=O)(=O)Nc1ccc2c(c1)OCO2	1.1	1.0	-2.9	-2.2	-2.2	10.4	0.6	8.8	-1.8	98.9
Cc1ccc(C)c(N(CC(=O)NC2CCCC2)C(=O)CCC(=O)Nc2nccs2)c1	4.2	0.3	-5.0	-7.7	0.3	-1.7	1.0	0.0	-12.2	107.2
CCOC(=O)N1CCN(C(=O)COc2ccc(Cl)cc2)CC1	-0.9	-0.4	-4.2	6.2	-0.8	4.8	-1.6	1.1	0.2	85.8
Cc1cc(C)cc(OC(C)C(=O)NCCCn2ccnc2)c1 (centres undefined)	3.8	-0.2	-1.0	-7.8	0.2	-1.8	-0.2	-4.6	-11.3	124.5
COc1ccc(-c2csc(N3CCC(C(N)=O)CC3)n2)cc1	-0.2	-0.4	1.0	-4.3	-0.5	2.7	7.8	-7.4	-7.5	104.7
O=C(NCc1cccnc1)c1nn2cccnc2c1Cl	-4.1	-0.7	-3.1	-3.2	-2.8	14.2	0.0	10.4	-15.9	92.3

Retrieved by structure from the list above, three records:
SMILES	V-ATPase pH	C-LANA FP	Keap1-Nrf2 PPI	cardiac RTF act	MOR-DOR ag	OPRM1-OPRD1 inv	Wnt bcat act	Arrestin-AP2 inh	RTF Ca sens inh	DSG3 Ab inh
Cc1ccc(C(=O)N2CCCC2)cc1S(=O)(=O)N1CCOCC1	-3.9	0.0	-2.6	-1.5	-4.0	20.5	-1.3	-0.1	-2.9	96.7
Cc1ccn2cc(CSc3ccccc3)nc2c1	2.5	0.9	0.1	-2.2	-1.9	10.6	·	-0.2	2.1	115.4
C=CCn1c(N2C(=O)CC(Cc3ccccc3)C2=O)nc2ccccc21 (centres undefined)	2.4	0.1	-5.6	4.8	0.4	-1.6	·	7.0	-8.2	106.9

(more compounds)
SMILES	V-ATPase pH	C-LANA FP	Keap1-Nrf2 PPI	cardiac RTF act	MOR-DOR ag	OPRM1-OPRD1 inv	Wnt bcat act	Arrestin-AP2 inh	RTF Ca sens inh	DSG3 Ab inh
CCC(C)c1ccccc1N1CC(C(=O)NCCCn2nc(C)cc2C)CC1=O (centres undefined)	-4.5	-1.6	-0.4	-3.2	-4.8	19.0	-3.6	-11.6	3.0	100.9
COCc1nnc(NC(=O)CCCOc2ccccc2OC)s1	-0.2	-0.4	1.6	-1.4	-3.8	23.4	·	28.4	7.7	·
Cc1ccsc1/C=N/NC(=O)CN1CCN(Cc2ccccc2)CC1	-2.3	0.6	-0.6	1.4	-3.8	18.8	4.3	1.6	-7.4	·
CN(Cc1ccccc1)C(=O)c1cnc2n(c1=O)CCS2	1.5	-1.2	-2.5	-0.6	-1.3	7.1	·	11.9	-5.1	·
COc1ccc(NC(=O)C2C3C=CC4(O3)C2C(=O)N(CCCN2CCCC(C)C2)C4C(=O)NC2CCCCC2)cc1 (centres undefined)	0.5	0.9	-3.5	-3.6	6.8	-43.0	1.3	-5.3	-9.9	96.3
CC(=O)c1cccc(NC(=O)CCNC(=O)c2ccccc2Cl)c1	-4.4	-0.5	-5.4	8.9	-3.7	16.6	-2.5	-17.0	4.4	104.4
Cn1c(SCC(=O)N2CCCC2=O)nnc1-c1ccccc1F	0.9	0.1	-2.7	-0.8	-1.2	5.7	-1.0	24.1	-0.8	·
CCOC(=O)Cn1c2c(c(-c3ccccc3OC)cc1=O)CCCC2	-0.1	-2.4	-6.9	7.2	4.5	-25.7	·	3.0	-7.2	100.4
O=C(CSCc1ccccc1)Nc1cccc(C(=O)Nc2ccc(C(=O)O)cc2)c1	3.9	1.8	-8.7	0.7	-2.9	14.6	·	10.6	-4.7	·
CN1CCN(Cc2nc3ccccc3c(=O)n2Cc2nc(-c3ccc4ccccc4c3)cs2)CC1	-0.8&0.0	-0.9&-0.7	-6.7&-1.6	-4.9&3.6	20.1*!	-97.9&-26.2	1.3	-3.5&-2.8	4.4&5.1	102.1
COc1ccc(S(=O)(=O)N(CC(=O)Nc2ccc(S(=O)(=O)N3CCOCC3)cc2)c2ccccc2)cc1	0.0	-2.6	0.1	3.9	-0.5	2.5	-6.8	26.1	-18.4	103.3
NC(=O)c1cc[n+](CC2=C(C(=O)O)N3C(=O)[C@@H](NC(=O)C(c4ccccc4)S(=O)(=O)[O-])[C@H]3SC2)cc1 (some centres undefined)	1.2	102.4*	23.2*	-8.7	-1.7	9.1	·	25.6	8.0	96.7
O=C1CC(N2CCN(c3ccccc3)CC2)C(=O)N1CCc1ccccc1 (centres undefined)	4.0	0.1	-6.2	5.0	-1.9	9.6	·	21.0	-6.6	91.4
O=C(CCSCc1cccc(Cl)c1)NCCc1ccccc1	-0.7	2.7	-2.5	11.3	3.8	-19.1	-0.2	2.8	7.3	106.9
C/C(=C1/SC(=S)N(CCC(=O)O)C1=O)c1ccc(O)cc1	1.3	0.2	-3.5	4.7	0.2	-1.2	-0.9	5.9	-10.7	107.9
Cc1cccc(N(C)S(=O)(=O)c2cc3c(cc2C)n(C)c(=O)c(=O)n3C)c1	-2.6	-0.7	-2.3	4.4	-1.9	9.7	-2.3	-3.6	6.7	107.4
O=C(NCC1COc2ccccc2O1)c1cccc(S(=O)(=O)N2CCCCC2)c1 (centres undefined)	-0.7	0.2	2.2	6.6	1.2	-5.0	2.2	28.9	-5.5	·

Copied from the list:
C-LANA FP, O=C(NCC1COc2ccccc2O1)c1cccc(S(=O)(=O)N2CCCCC2)c1 (centres undefined) stands at 0.2
V-ATPase pH, O=C(CCSCc1cccc(Cl)c1)NCCc1ccccc1 stands at -0.7
